# Screening results deposited in PubChem BioAssay by several laboratories.
# PPARg SRC-2 ag: PPARgamma-driven SRC-2 recruitment agonism. P37231. PPARgamma LBD-SRC-2 recruitment, biochemical. activation, % at 8 µM. 200,000 compounds, 0.34% hits; in the data active = activation above about 22%;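 also: 0% = vehicle and 100% = reference agonist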
# L major viab: inhibitors of Leishmania major promastigote growth; Leishmania major promastigotes, resazurin fluorescence viability; inhibition, % at 10 µM; 200,000 compounds, 9% hits; AID 1063; in the data active = inhibition above about 50%;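 also: promastigotes grown with compound for 44 hours at 28 °C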
# TLR4 MyD88 comp: TLR4-MyD88 interaction inhibition in cells; O00206+Q99836; HeLa CL3-4 TLR4/MyD88 BLA complementation, FRET ratio; inhibition, % at 8.4 µM; 200,000 compounds, 0.18% hits; in the data active = inhibition above about 25%;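 also: 0% = vehicle and 100% = reference inhibitor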
# PPARg SRC-3 ag: agonists of human PPARgamma SRC-3 coactivator recruitment; activation, % at 8 µM; biochemical PPARgamma/SRC-3 coactivator recruitment assay; 200,000 compounds, 0.26% hits; AID 731; in the data active = activation above about 23%;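 also: 0% = DMSO and 100% = reference agonist; some compounds past the cut are filed as inactive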
# ROMK mod: modulators of human ROMK potassium channel. 130,000 compounds, 2% hits. P48048. AID 1918. B-score at 10 µM. Tet-inducible ROMK, thallium flux fluorescence; actives lie on both sides;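 active = signal ratio slope over the read window, or its plate-corrected B-score, at least 3 SD from the plate mean, either direction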;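 also: B-score of the F/F0 ratio slope over 7 to 12 s after thallium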
# Target sequence (P48048 whole entry, looked up): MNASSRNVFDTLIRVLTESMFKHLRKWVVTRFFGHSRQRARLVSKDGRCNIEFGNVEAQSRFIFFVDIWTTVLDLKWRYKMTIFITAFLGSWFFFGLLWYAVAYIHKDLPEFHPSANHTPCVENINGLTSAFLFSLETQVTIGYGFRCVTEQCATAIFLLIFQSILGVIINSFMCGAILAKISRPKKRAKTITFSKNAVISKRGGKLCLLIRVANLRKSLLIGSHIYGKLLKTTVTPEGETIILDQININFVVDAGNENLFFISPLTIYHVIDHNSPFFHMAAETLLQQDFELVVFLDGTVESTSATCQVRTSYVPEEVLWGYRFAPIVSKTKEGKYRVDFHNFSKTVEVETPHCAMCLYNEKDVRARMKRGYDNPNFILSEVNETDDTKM
# Redox H2O2 prof: compounds producing H2O2 with reducing agent – biochemical, NIH compound library profiling, artefact control for MLSCN library redox annotation, primary screen. DTT-dependent redox cycling H2O2, phenol red/HRP absorbance; 100% = 100 µM peroxide control, 0% = buffer. activation, % at 10 µM. 200,000 compounds, 0.03% hits. AID 878;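 active = activation of at least 50% relative to the plate's high and low controls in the primary single-dose screen; inactive = activation below 50%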;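 also: compound incubated with DTT at 0.8 mM final as the reducing agent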
# TR-FRET SRC-2 ct: flags TR-FRET format artefacts in PPARgamma SRC-2 recruitment agonist screen; TR-FRET artefact counter-screen; hits give high values; TR-FRET ratio at 8 µM; 200,000 compounds, 0.4% hits; in the data active = TR-FRET ratio above about 2000; also: inactives centre near 1500; reference of the scale not given here
# bIAP act: intestinal alkaline phosphatase (bovine) activation | purified bovine IAP, CDP-star luminescence, 30 min; hits give high values; fold of DMSO-control signal, blank-subtracted | 200,000 compounds, 0.17% hits | activation factor at 20 µM;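 active = activation factor of 2 or more at 20 µM, a signal rise over negative controls twice the positive control's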
# PPARg SRC-1 ag: promotes SRC-1 coactivator recruitment by human PPARgamma; PPARgamma-SRC-1 coactivator recruitment biochemical assay; activation, % at 8 µM; 200,000 compounds, 0.41% hits; in the data active = activation above about 19%;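 also: 0% = DMSO and 100% = reference agonist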
# bIAP inh: intestinal alkaline phosphatase (bovine) inhibition. inhibition, % at 20 µM. 190,000 tested, under 10 active. purified bovine IAP, CDP-star luminescence, 30 min;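 active = over 50% inhibition of intestinal alkaline phosphatase at 20 µM in the single-dose screen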
#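 System: purified bovine intestinal alkaline phosphatase (IAP) enzyme; Input: IAP diluted 1/65,000,000 in the well; Measured by: CDP-star luminescence signal; Compound dosing: 20 µM single dose; Incubation: 30 min reaction at room temperature.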
# S1P3 antag: blocks the human S1P3 receptor; Q99500; CHO S1P3 NFAT-BLA reporter, FRET fluorescence, antagonist mode; inhibition, % at 4.98 µM; 170,000 compounds, 0.27% hits; AID 485;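 active = inhibition above the plate cutoff, the mean inhibition of test wells on that plate plus 3 SD, cut at about 28% in these data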;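 also: cells challenged with S1P at its EC80 of 0.8 µM; blue over green emission ratio from cleaved BLA substrate after 4 h stimulation; 0% = S1P-stimulated wells and 100% = unstimulated DMSO-only wells; some compounds past the cut are filed as inactive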
# Target sequence (Q99500 whole entry, looked up): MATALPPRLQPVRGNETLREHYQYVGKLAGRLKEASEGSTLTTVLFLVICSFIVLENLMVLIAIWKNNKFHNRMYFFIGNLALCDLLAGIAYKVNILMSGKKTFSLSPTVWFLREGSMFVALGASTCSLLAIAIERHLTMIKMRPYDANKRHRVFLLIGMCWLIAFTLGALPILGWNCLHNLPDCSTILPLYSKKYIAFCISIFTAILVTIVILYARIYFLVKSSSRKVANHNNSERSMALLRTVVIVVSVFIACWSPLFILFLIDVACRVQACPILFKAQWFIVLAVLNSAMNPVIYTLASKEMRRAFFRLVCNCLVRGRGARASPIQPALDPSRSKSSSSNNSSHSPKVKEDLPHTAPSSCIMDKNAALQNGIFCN
# * marks the source's active call; other numbers are inactive results; · = not tested or not shown.
1. N#Cc1nc(Cc2ccccc2)oc1N1CCN(c2cccc(Cl)c2)CC1
2. c1cncc(-c2nc(NCc3ccco3)c3ccccc3n2)c1
3. NCCCn1cnc2ccccc21
4. CC(CCO)Nc1nc2c([nH]1)c(=O)n(C)c(=O)n2C (stereo not drawn)
5. O=C(Nc1nccs1)c1nc(-c2ccccc2)n(-c2ccccc2)n1
6. Cc1no[n+]([O-])c1COc1ccc(/C=C2\NC(=S)NC2=O)cc1
7. CN(C)c1nc(SCCOC(=O)COc2ccc(Cl)cc2Cl)nc(N(C)C)n1
8. COc1ccc2c3c(c(=O)oc2c1OCC(N)=O)CCCC3

entry no.	1	2	3	4	5	6	7	8
PPARg SRC-2 ag	-13	3	-6	1	1	6	3	3
L major viab	-1	77*	-4	-3	19	8	-7	4
TLR4 MyD88 comp	7	7	-8	3	-10	-9	19	4
PPARg SRC-3 ag	-13	-7	5	-3	0	1	16	5
ROMK mod	-0.9	·	-0.64	0.67	·	0.24	-0.55	·
Redox H2O2 prof	0.2	2.5	-0.6	0.4	0.4	0.1	-12	-1.4
TR-FRET SRC-2 ct	1506	1521	1736	1393	1445	1554	1590	1467
bIAP act	0.7	0.7	1	0.9	0.9	0.9	1	1
PPARg SRC-1 ag	-1	-6	4	-2	2	1	7	3
bIAP inh	25	32	0	14	10	6	0	4
S1P3 antag	-19	-15	-17	-32	9	·	-13	-6

9. CC1(C)SC(=S)N(/N=C/c2ccc(O)cc2)C1N(O)C(=O)Nc1ccc([N+](=O)[O-])cc1 (stereo not drawn)
10. CCn1cc(C(=O)NCc2ccco2)c(=O)c2cc(S(=O)(=O)N3CCCC3)ccc21
11. COc1ccc(CCN=C(N)NS(=O)(=O)c2cccs2)cc1OC
12. CC1=CC(=C(C#N)c2nc3ccccc3s2)C=C(C)N1c1ccc(F)cc1
13. Cc1cc(C)cc(NC(=O)COC(=O)c2cc(C)oc2C)c1
14. CCN(Cc1ccccc1)CC(O)COc1ccccc1 (stereo not drawn)
15. CCCc1[nH]n(-c2ccc([N+](=O)[O-])cc2)c(=O)c1C=NCCCn1ccnc1
16. O=C(Nc1cnccn1)C1c2ccccc2Oc2ccccc21

entry no.	9	10	11	12	13	14	15	16
PPARg SRC-2 ag	3	4	5	0	8	11	2	-6
L major viab	8	24	-2	34	-2	8	34	2
TLR4 MyD88 comp	-2	-15	-2	8	8	1	-4	-4
PPARg SRC-3 ag	3	-2	4	-1	6	2	3	-5
ROMK mod	·	-0.17	-0.75	·	0.68	-0.79	-2	·
Redox H2O2 prof	-6.9	0.7	-0.1	1.4	-0.6	0.1	-0.7	1.6
TR-FRET SRC-2 ct	1470	1526	1849	1391	1692	1588	1512	1315
bIAP act	0.8	1	1.1	1	0.9	1	1.2	0.8
PPARg SRC-1 ag	3	6	14	-3	3	5	12	-3
bIAP inh	16	1	-10	2	12	4	-16	16
S1P3 antag	·	5	-23	-6	-27	·	-17	18

# Fetched by structure from above, three records:
12. CC1=CC(=C(C#N)c2nc3ccccc3s2)C=C(C)N1c1ccc(F)cc1
13. Cc1cc(C)cc(NC(=O)COC(=O)c2cc(C)oc2C)c1
14. CCN(Cc1ccccc1)CC(O)COc1ccccc1 (stereo not drawn)

entry no.	12	13	14
PPARg SRC-2 ag	0	8	11
L major viab	34	-2	8
TLR4 MyD88 comp	8	8	1
PPARg SRC-3 ag	-1	6	2
ROMK mod	·	0.68	-0.79
Redox H2O2 prof	1.4	-0.6	0.1
TR-FRET SRC-2 ct	1391	1692	1588
bIAP act	1	0.9	1
PPARg SRC-1 ag	-3	3	5
bIAP inh	2	12	4
S1P3 antag	-6	-27	·

# Next results
17. CCOC(=O)c1sc(NC(=O)CSc2nc(-c3ccco3)cc(C(F)(F)F)n2)c(C(=O)OC)c1C
18. O=C(Nc1nccs1)C1CCCN(S(=O)(=O)c2cccnc2)C1 (stereo not drawn)
19. Cc1c(/C=N/NC(=O)c2ccccc2O)c2ccccn2c1C(=O)c1ccc(F)cc1
20. CCCNCc1cc(Br)ccc1OCC(=O)NCCc1ccccc1
21. O=C(c1cc2c(=O)n3ccccc3nc2s1)N1CCN(Cc2ccc3c(c2)OCO3)CC1
22. CC(Nc1ccc(Cl)cc1)c1cc(Cl)ccc1O (stereo not drawn)
23. CCc1ccc(NC(=O)CSc2ccc(-c3ccco3)nn2)cc1
24. CCC1CCCCN1C(=O)COc1cccc2c1CCN(C)C2=O (stereo not drawn)

entry no.	17	18	19	20	21	22	23	24
PPARg SRC-2 ag	1	-7	10	7	1	4	3	-3
L major viab	0	0	59*	52*	1	29	19	-8
TLR4 MyD88 comp	2	-2	3	3	6	3	4	-17
PPARg SRC-3 ag	5	4	2	4	-4	7	3	0
ROMK mod	·	·	-0.63	-0.95	0.61	-1.4	-0.52	-0.19
Redox H2O2 prof	0.9	-0.7	0.3	-1.1	-0.1	-0.6	0.3	-0.3
TR-FRET SRC-2 ct	1527	1460	1411	1724	1429	1301	1703	1415
bIAP act	0.9	0.9	1	1.2	1.1	0.9	1.1	1.1
PPARg SRC-1 ag	8	5	0	2	2	1	-1	-9
bIAP inh	7	7	-1	-19	-7	12	-5	-10
S1P3 antag	·	1	8	12	5	·	-5	8

25. CC(C)(C)c1ccc(C(=O)N2CCC(=O)N(C(CO)Cc3ccccc3)CC2)cc1 (stereo not drawn)
26. O=C(COC(=O)c1ccc(S(=O)(=O)NCc2ccco2)cc1)NCC1CCCCC1
27. Clc1ccc(-c2nnc3cccc(Cl)n23)c(Cl)c1
28. O=C1CCC(c2ccccc2)N1C(=O)c1cccnc1 (stereo not drawn)
29. O=C(COc1cccc2cccnc12)N/N=C1\SCC(=O)N1CCc1ccccc1
30. COc1ccc(NC(=O)c2c(Cl)cnn2C)c(C)c1
31. COc1cc(C(=O)NCC(C)C)c([N+](=O)[O-])cc1OC
32. CCCS(=O)(=O)N1CCC(C(=O)NCC2CCCO2)CC1 (stereo not drawn)

entry no.	25	26	27	28	29	30	31	32
PPARg SRC-2 ag	6	7	-5	3	-9	3	5	11
L major viab	-5	-1	4	-8	1	-4	-5	-2
TLR4 MyD88 comp	5	-16	2	0	1	-9	3	-6
PPARg SRC-3 ag	6	-11	-9	-4	8	1	25	8
ROMK mod	-1.4	0.16	·	-0.033	-0.41	-0.096	·	·
Redox H2O2 prof	-0.6	0.2	2.6	0.5	-0.4	-0.8	0.8	-2.2
TR-FRET SRC-2 ct	1504	1329	1499	1655	1634	1463	1777	1422
bIAP act	1.2	0.8	0.9	0.8	1.2	1.1	0.8	0.9
PPARg SRC-1 ag	3	0	-4	2	-1	4	12	-4
bIAP inh	-20	18	11	18	-19	-11	15	13
S1P3 antag	-27	·	·	1	-19	-15	·	-17

33. COc1ccc(-c2nnc(SCC(=O)Nc3cc(S(=O)(=O)N4CCCCC4)ccc3Cl)n2N)cc1
34. c1ccc(C2C3=C(CCCC3)Nc3ncnn32)cc1 (stereo not drawn)
35. O=C(CSc1nncn1-c1cccnc1)N1CCOCC1
36. COc1ccc2nc(Nc3nc(C)c(C(C)=O)s3)sc2c1
37. CN(C(=S)Nc1ccc(SC(F)F)cc1)c1ccc(O)cc1
38. O=C(O)CCCN1C(=O)/C(=C/c2ccc(-c3nc4ccccc4s3)o2)SC1=S
39. COc1ccc(C(=O)N(CC2CCCO2)C(C(=O)NC2CCCC2)c2ccc(C)cc2)cc1OC (stereo not drawn)
40. O=C(COC(=O)c1ccc(F)cc1)Nc1ccccc1N1CCOCC1

entry no.	33	34	35	36	37	38	39	40
PPARg SRC-2 ag	-5	2	1	15	3	-6	2	12
L major viab	17	-3	-6	7	0	-9	-5	-3
TLR4 MyD88 comp	-20	11	-16	1	2	4	-3	1
PPARg SRC-3 ag	-3	2	6	4	10	1	3	5
ROMK mod	-2	0.47	-0.54	-0.21	·	·	·	-0.95
Redox H2O2 prof	0.0	-0.7	-0.3	-0.9	-0.4	-0.8	0.7	0.0
TR-FRET SRC-2 ct	1513	1540	1385	1682	1594	1376	1614	1655
bIAP act	0.9	1.1	0.8	0.9	0.9	0.6	1	1
PPARg SRC-1 ag	1	7	2	13	10	-5	3	4
bIAP inh	7	-14	20	9	7	36	-2	-3
S1P3 antag	-5	-12	-9	16	-16	·	·	·

41. CC(=O)N(c1ccccc1)c1c(F)c(F)c(F)c(F)c1F
42. Cc1ccc(-c2csc(N(CCCN(C)C)C(=O)c3ccco3)n2)cc1
43. COc1ccc(Cl)cc1-c1nc(SCC(=O)NCCN2C(=O)CSC2=O)n[nH]1
44. COc1cc(NC(=O)c2cccc(C)c2)c(Cl)cc1[N+](=O)[O-]
45. CCOC(=O)CSC1=C(C#N)C(c2ccco2)C(C(=O)Nc2cccc(C(F)(F)F)c2)=C(C)N1 (stereo not drawn)
46. COc1ccc(CC(=O)OCC(=O)NC(=O)NC23CC4CC(CC(C4)C2)C3)cc1
47. CC(C)NC(=S)N1CCN(Cc2ccc3c(c2)OCO3)CC1
48. O=C(CN1CCN(CC(=O)Nc2ccc(OCc3ccccc3)cc2)CC1)Nc1ccc(F)cc1

entry no.	41	42	43	44	45	46	47	48
PPARg SRC-2 ag	-2	1	4	3	3	-2	4	10
L major viab	10	27	2	-5	5	1	-5	4
TLR4 MyD88 comp	4	8	6	5	5	2	8	5
PPARg SRC-3 ag	-3	2	-1	-2	6	-15	-5	4
ROMK mod	·	-0.85	1.1	-0.38	·	-0.33	0.72	0.27
Redox H2O2 prof	-1.0	-0.1	-0.8	-0.1	0.0	0.4	-0.8	-3.4
TR-FRET SRC-2 ct	1270	1568	1514	1531	1661	1247	1546	1423
bIAP act	1	1.1	1.1	1.2	1	0.9	1.1	·
PPARg SRC-1 ag	-7	7	-7	3	3	3	2	0
bIAP inh	5	-5	-11	-19	2	12	-5	·
S1P3 antag	-16	-12	-1	6	23	·	2	·

49. CCCOc1ccc(CCc2n[nH]c(=S)n2-c2ccccc2)cc1
50. COc1ccc(NS(=O)(=O)c2ccc(N3CCOCC3)c(NC(=O)C(C)C)c2)cc1
51. CC(C(=O)Nc1ccccn1)N1C(=O)C2C3C=CC(C3)C2C1=O (stereo not drawn)
52. N#C/C(=C\c1ccc(OCc2ccccc2)cc1)C(=O)Nc1nc2c(s1)CCN(Cc1ccccc1)C2
53. CC(=O)NC1C(=O)N=C(SCC(=O)NC(C)c2ccccc2)NC1=O (stereo not drawn)
54. O=S1(=O)N=C2CCCCCN2C(c2ccc(Cl)cc2)N1 (stereo not drawn)

entry no.	49	50	51	52	53	54
PPARg SRC-2 ag	6	2	-1	0	-1	5
L major viab	-8	3	1	-7	2	-3
TLR4 MyD88 comp	-1	-7	11	-2	2	-4
PPARg SRC-3 ag	3	4	-3	-3	6	4
ROMK mod	-0.081	-0.82	·	·	-0.12	-0.5
Redox H2O2 prof	-2.0	-1.1	-0.2	1.5	-0.1	-0.5
TR-FRET SRC-2 ct	1524	1847	1271	1579	1429	1683
bIAP act	0.8	1	0.9	0.8	1	1.3
PPARg SRC-1 ag	-1	8	-13	0	0	3
bIAP inh	18	5	9	21	-1	-25
S1P3 antag	5	-18	-5	·	-6	-25

# The order is random. About 11% of those tested had a hit in this group.
